Source: PubChem BioAssay (National Center for Advancing Translational Sciences (NCATS))
Pol eta inh: blocks human DNA polymerase eta activity | Q9Y253 | recombinant Pol eta, fluorescent DNA replication assay | Potency, µM (top dose mostly 114 µM), for the others: at the highest dose activity change, negative = inhibition, actives largely listed as inhibitors | 390,000 compounds, 1.2% hits; further: potency means the concentration at half of the fitted maximal effect; on the % scale 0 is the no-effect control and ±100 the full control effect
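Pol eta at 10 nM preincubated with compounds 15 min at room temperature; reaction started with fluorescent substrate (50 nM final) and read kinetically at 0 and 10 min.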
POLI inh: inhibitors of human DNA polymerase iota; Pol iota fluorescent replication assay, 10 min; Potency, µM (series often up to 115 µM), for the others: at the highest dose activity, negative = inhibition, actives largely listed as inhibitors; 390,000 compounds, 1% hits; further: potency means the concentration at half of the fitted maximal effect
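Pol iota at 10 nM preincubated 15 min with compounds at room temperature; reaction started with fluorescent substrate, 50 nM final. Fluorescence read kinetically at 0 and 10 min; buffer-only wells as negative control.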
RXFP1 antag: antagonists of human relaxin receptor RXFP1 | HEK293-RXFP1, relaxin-stimulated cAMP HTRF, 30 min; hits give low values | Q9HBX9 | 350,000 compounds, 0.59% hits | activity change, negative = inhibition, % at 57.5 µM;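 active means activity change of -60% or lower, but not beyond a set lower limit; inconclusive means change between -60% and -40%, or beyond the set limit; inactive means change above -40%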; further: on the % scale 0 is the no-effect control and ±100 the full control effect
Pol beta inh: inhibitors of human DNA polymerase beta. AID 485314. 340,000 compounds, 1.3% hits. Potency, µM (highest dose often 114 µM), for the others: at the top dose activity change, negative = inhibition, actives largely listed as inhibitors. Pol beta primer extension/strand displacement, fluorescence kinetic; further: potency means the concentration at half of the fitted maximal effect; on the % scale 0 is the no-effect control and ±100 the full control effect
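Pol beta (10 nM) and compounds were preincubated 15 min at room temperature, then 50 nM substrate (final) started primer extension/strand displacement. Reads were taken at 0 and 10 min; concentration-response data were fitted to a four-parameter Hill equation.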
BLM inh: Bloom syndrome helicase (human) inhibition; Potency, µM (top dose mostly 56.1 µM), inactives show at the highest dose activity change, negative = inhibition, hits mostly inhibitors; recombinant BLM DNA unwinding, fluorescence dequenching; 350,000 compounds, 0.2% hits; P54132; AID 2528;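 further: potency means the concentration at half of the fitted maximal effect; plate controls were vehicle for no effect and no enzyme for full effect; nearly all actives have a fitted effect of over 35% in size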
APE1 inh: blocks human APE1 abasic DNA cleavage | P27695 | recombinant APE1, TAMRA/BHQ-2 abasic DNA cleavage fluorescence | Potency, µM (doses to about 65.8 µM), for inactives: at the top dose activity change, negative = inhibition, hits mostly inhibitors | 350,000 compounds, 0.35% hits | AID 2517;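 further: potency means the concentration at half of the fitted maximal effect; plate controls were vehicle for no effect and reference inhibitor for full effect; nearly all actives have a fitted effect of over 55% in size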
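APE1 at 0.75 nM preincubated 15 min at room temperature with compound. Reaction then started with 50 nM double-stranded THF-abasic substrate labelled with TAMRA/BHQ-2, and 525/598 nm fluorescence read kinetically. Activity taken as third-minus-first read difference, normalized to DMSO and NSC13755 controls.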
POLK inh: DNA polymerase kappa (human) inhibition. Potency, µM (titrated, usually from 107 µM), without a hit: at the top dose activity, negative = inhibition, actives largely listed as inhibitors. AID 588579. purified Pol kappa, fluorescent DNA synthesis assay, 10 min. 400,000 compounds, 0.53% hits. Q9UBT6; further: potency means the concentration at half of the fitted maximal effect; on the % scale 0 is the no-effect control and ±100 the full control effect
Target sequence (Q9UBT6 whole entry, looked up): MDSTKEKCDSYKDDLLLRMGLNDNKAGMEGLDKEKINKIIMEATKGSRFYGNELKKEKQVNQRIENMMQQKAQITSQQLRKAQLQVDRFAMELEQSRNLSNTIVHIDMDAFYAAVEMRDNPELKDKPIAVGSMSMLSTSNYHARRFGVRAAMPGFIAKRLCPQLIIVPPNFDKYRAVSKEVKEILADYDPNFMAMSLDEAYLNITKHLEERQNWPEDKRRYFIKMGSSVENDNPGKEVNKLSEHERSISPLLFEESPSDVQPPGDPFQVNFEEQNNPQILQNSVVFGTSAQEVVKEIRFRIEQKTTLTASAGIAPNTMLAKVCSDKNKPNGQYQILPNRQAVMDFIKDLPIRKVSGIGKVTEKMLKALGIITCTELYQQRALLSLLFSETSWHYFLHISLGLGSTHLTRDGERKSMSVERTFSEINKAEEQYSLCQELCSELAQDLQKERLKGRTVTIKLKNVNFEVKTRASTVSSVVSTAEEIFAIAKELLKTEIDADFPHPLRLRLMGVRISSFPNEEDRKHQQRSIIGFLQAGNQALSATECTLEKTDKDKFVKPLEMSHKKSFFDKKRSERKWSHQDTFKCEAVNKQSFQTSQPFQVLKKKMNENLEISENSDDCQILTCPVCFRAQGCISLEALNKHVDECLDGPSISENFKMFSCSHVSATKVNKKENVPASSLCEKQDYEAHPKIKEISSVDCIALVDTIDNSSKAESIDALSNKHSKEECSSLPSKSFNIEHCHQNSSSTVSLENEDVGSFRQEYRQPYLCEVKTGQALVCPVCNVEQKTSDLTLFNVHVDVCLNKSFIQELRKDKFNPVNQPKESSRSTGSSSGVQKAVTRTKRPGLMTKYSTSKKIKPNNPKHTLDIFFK
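Readout: fluorescence, taken kinetically at 0 and 10 min. Conditions: 10 nM Pol kappa, 15 min RT compound preincubation, 50 nM substrate final. Controls: enzyme-free buffer wells.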
Tb PGK inh: inhibitors of T. brucei phosphoglycerate kinase; Potency, µM (top dose mostly 57.5 µM), for inactives: at the highest dose activity change, negative = inhibition, actives largely listed as inhibitors; 380,000 compounds, 0.043% hits; P07378; PGK/GAPDH coupled, Kinase-Glo luminescence, 60 min; further: potency means the concentration at half of the fitted maximal effect; on the % scale 0 is the no-effect control and ±100 the full control effect; nearly all actives have a fitted effect of over 60% in size
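Luminescent ATP detection (Kinase-Glo Plus) follows a 60-minute room-temperature incubation, with wells lacking PGK as controls. Buffer: 100 mM TEA (pH 7.6), 5 mM MgCl2, 0.01% Tween-20. Coupling enzyme GAPDH (100 nM final) supplies unstable 1,3-BPG in-well.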
Anesthetic bind: candidate novel general anesthetic via apoferritin binding; apoferritin/1-aminoanthracene competitive binding, fluorescence; AID 485281; P02791; Potency, µM (highest dose often 77.5 µM), for the others: at the highest dose activity change, negative = displacement, usual class: inhibitors; 350,000 compounds, 0.074% hits; further: potency means the concentration at half of the fitted maximal effect; on the % scale 0 is the no-effect control and ±100 the full control effect; nearly all actives have a fitted effect of over 20% in size
Target sequence (P02791 2-175 limits assumed): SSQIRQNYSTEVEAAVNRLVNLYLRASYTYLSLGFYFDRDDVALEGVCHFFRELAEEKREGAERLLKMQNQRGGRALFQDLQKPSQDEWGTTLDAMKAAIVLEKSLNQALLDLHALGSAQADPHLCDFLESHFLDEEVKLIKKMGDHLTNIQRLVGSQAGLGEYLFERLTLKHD
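Probe: 1-aminoanthracene (50% saturated, PBS). Protein: horse-spleen apoferritin, 10 uM. Incubation: 10 min, room temperature. Detection: 380 nm excitation, 535 nm emission. Analysis: normalized response, four-parameter Hill.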
The depositor's hits bear a star; i = inactive; ? = inconclusive; . = not tested or not shown; [ ] = another dose, or the depositor's remark. Unless noted, the call rests on the fitted dose curve; in most records, active means well fitted curve in the direction sought with a large enough effect; inconclusive means small, poorly fitted or top-dose-only effect, or another doubt; inactive means no such curve, though single readings can be large; an effect the other way counts as inactive or inconclusive. A portion of the library; rates above refer to the full screens.

SMILES	Pol eta inh	POLI inh	RXFP1 antag	Pol beta inh	BLM inh	APE1 inh	POLK inh	Tb PGK inh	Anesthetic bind
COc1ccc(NC(=O)C(=O)NCCN2CCN(C(=O)C(c3ccccc3)c3ccccc3)CC2)cc1	-13.8%	-2.7%	-6.3	15.6%	0.0%	1.8%	-2.8%	i	-10.1%
CCc1cc(=O)oc2cc(OC(C)C(=O)NCC(O)c3ccccc3)c(Cl)cc12 (stereo not drawn)	-18.4%	35.1%[activator]	-2.6	11.3%	3.8%	-9.1%	11.2%	-7.9%	-6.1%
CC(=O)O/N=C(/c1nonc1N)N(C)C	-16.8%	31.2%[activator]	1.2	2.4%	2.8%	-4.1%	-2.9%	-5.6%	-4.1%
Cc1nn2c(=O)cc(COc3ccc(/C=C(\C#N)C(=O)Nc4ccccc4)cc3Cl)nc2s1	-22.3%	?	.	?	-8.3%	.	-13.4%	-15.3%	48.3%[activator]
CN=C1SC(CC(=O)Nc2cccc(C(F)(F)F)c2)C(=O)N1C (stereo not drawn)	-3.0%	?	13.9	10.9%	1.1%	8.5%	-1.7%	-7.5%	5.2%
Cc1csc2nc(CNC(=O)CCC(=O)O)cn12	-26.3%	21.5%	-8.8	3.1%	-2.0%	-1.7%	-4.4%	5.2%	0.3%
NS(=O)(=O)c1cccc(NC(=O)COc2ncnc3c2cnn3-c2ccccc2)c1	-6.2%	149.1%[activator]	-10.9	4.3%	8.9%	17.7%	-5.9%	0.6%	-13.6%
CC/C(=N\NC(=O)c1ccc2c(c1)OCO2)C12CC3CC(CC(C3)C1)C2	1.6%	-0.2%	3.9	1.4%	-5.2%	1.2%	-7.7%	-9.1%	-10.2%
O=C(NCc1ccc(F)cc1)c1nc(-c2cccs2)no1	-14.7%	20.4%	-2.9	-0.2%	-5.5%	-3.3%	2.2%	i	-14.3%
Cc1ccc(NC(=O)CCN2C(=O)c3ccncc3C2=O)cc1	-6.1%	0.1%	18.3	55.7%	-0.8%	10.8%	-3.8%	3.0%	-6.0%
COc1ccc(S(=O)(=O)N2CCOC2CNC(=O)C(=O)NCc2ccc3c(c2)OCO3)cc1OC (stereo not drawn)	-11.7%	23.0%	-8.2	-24.2%	-10.0%	-0.2%	-2.2%	i	-20.4%
COc1ccc(OCCSc2nnc(CCNC(=O)c3ccc(OC)cc3)n2C)cc1	0.3%	1.8%[58.9 µM]	-0.4	9.4%	4.2%	-1.2%	-18.0%	-4.1%	-8.4%
COc1ccccc1/C=C/C=N\N1CCN(Cc2ccccc2Cl)CC1	-20.8%	-10.8%	-25.6	16.6%	-8.4%	1.9%	-10.7%	-6.6%	2.8%
COc1ccccc1NC(=O)CN1C(=O)COc2ccc(S(=O)(=O)N3CCC(C)CC3)cc21	-23.8%	35.1%	-5.3	77.0%	-2.3%	51.8%[activator]	-6.1%	11.0%	-4.0%
CCN(c1ccccc1)c1ncnc2c1cnn2-c1ccc(C)cc1C	-4.3%	-4.0%	?	-0.2%	-6.9%	.	-5.8%[60.1 µM]	-8.5%	-15.5%
CCc1nnc(NS(=O)(=O)c2ccc(NC(=O)c3ccc(Br)cc3)cc2)s1	-1.4%	32.6%[activator]	-3.6	6.9%	-6.3%	11.1%	?	-4.6%	-5.2%
COc1cc(CC(=O)OCC(=O)Nc2ccc([N+](=O)[O-])cc2)cc(OC)c1OC	-23.2%	126.2%[activator]	-2.5	44.3%	-7.5%	1.7%	-0.3%	3.2%	-13.5%
CCc1ccc(S(=O)(=O)NCc2cn3ccccc3n2)s1	-1.9%	-22.7%	-8.4	-17.5%	-3.2%	-7.7%	-4.2%	9.1%	-2.8%
COc1ccc(C(C)=O)cc1CSc1nnc(SCc2cc(C(C)=O)ccc2OC)s1	-15.4%	15.3%	-23.2	0.2%	-0.4%	-0.5%	-0.1%	i	-10.3%
Cc1cccc(Cn2c(=O)n(Cc3ccccc3)c(=O)c3sc4ccccc4c32)c1	-22.0%	?	.	22.5%	-6.6%	.	-18.9%	-4.1%	2.0%

Two of the compounds above, with bars between the fields:
SMILES | Pol eta inh | POLI inh | RXFP1 antag | Pol beta inh | BLM inh | APE1 inh | POLK inh | Tb PGK inh | Anesthetic bind
COc1ccc(OCCSc2nnc(CCNC(=O)c3ccc(OC)cc3)n2C)cc1 | 0.3% | 1.8%[58.9 µM] | -0.4 | 9.4% | 4.2% | -1.2% | -18.0% | -4.1% | -8.4%
COc1ccccc1/C=C/C=N\N1CCN(Cc2ccccc2Cl)CC1 | -20.8% | -10.8% | -25.6 | 16.6% | -8.4% | 1.9% | -10.7% | -6.6% | 2.8%

Continuation.
SMILES	Pol eta inh	POLI inh	RXFP1 antag	Pol beta inh	BLM inh	APE1 inh	POLK inh	Tb PGK inh	Anesthetic bind
COc1ccccc1CNC(=O)c1ccc(CN2CC(=O)N3CCCCC3C2=O)cc1 (stereo not drawn)	2.7%	-18.0%	-2.7	-2.7%	1.0%	.	-1.1%	i	63.9%[activator]
CC1(C)C2CCC1(C)C(NCC(O)COc1ccc(C#N)cc1)C2 (stereo not drawn)	-8.1%	1.7%	1.2	20.6%	1.0%	-0.8%	7.9%	-1.7%	2.4%
CCc1c(C)sc2c1CCN(C(=O)Nc1ccccc1C(F)(F)F)C2c1ccccc1 (stereo not drawn)	-20.4%	6.7%	-12.2	-13.1%	-7.6%	.	-6.5%[60.1 µM]	-6.4%	36.5%[activator]
NS(=O)(=O)c1ccc(CCNC(c2ccccc2)c2ccccc2)cc1	0.7%	129.0%[activator]	-1.8	-8.4%	-9.7%	18.2%	-8.5%	0.2%	-13.2%
COc1cccc(CN(CC2CCCO2)S(=O)(=O)c2ccc(S(=O)(=O)NCC3CCCO3)cc2)c1OC (stereo not drawn)	-9.5%	-1.4%	-12.1	-2.7%	-6.2%	?	1.9%	.	-13.5%
Cc1ccc(NC(=O)Cn2cnc3c(nnn3Cc3ccc(F)cc3)c2=O)cc1	-5.5%	-25.8%	0.5	-1.9%	-1.1%	-1.5%	-18.4%	-2.3%	-9.1%
CCCCN(CCCC)CCNC(=O)c1ccc2nc(-c3ccccc3NC(C)=O)c(=O)[nH]c2c1	-20.0%	33.9%[activator]	3.1	2.4%	-1.9%	0.7%	1.6%	1.9%	-8.3%
CCN1C(=O)/C(=C/c2cc(C)n(C)c2C)SC1=Nc1ccc(OC)cc1	2.7%	-1.5%	-2.2	-7.5%	-8.6%	-2.7%	-15.1%	-6.9%	-10.5%
Cc1ccc(C(=O)CCC(=O)OCc2nnc(-c3ccccc3)o2)cc1	1.4%	4.1%	-33.1	.	.	-6.7%	-19.9%	0.7%	.
Cc1nnc2ccc(-c3cccc(NS(=O)(=O)c4ccccc4[N+](=O)[O-])c3)nn12	-16.1%	8.5%	12.4	.	.	48.5%[activator]	-8.8%	-6.6%	.
O=S(=O)(NCCN1CCCC1)c1cccc2cccnc12	-3.8%	-6.9%	.	13.8%	4.6%	0.8%	-13.0%	2.9%	-11.3%
COc1ccc(CCN2CC(C(=O)N3CCCCCC3)CCC2=O)cc1 (stereo not drawn)	-1.4%	7.1%	-4.8	5.4%	0.0%	16.5%	0.1%	-0.8%	-5.3%
O=C(Nc1ccn(CCCNCC2CCCO2)c(=O)n1)OCc1ccccc1 (stereo not drawn)	-15.6%	13.3%	.	.	.	.	11.0%	-1.7%	.
Cc1ccc2[nH]c(=O)c(CN(C(=O)c3cccc([N+](=O)[O-])c3)C(C)(C)C)cc2c1	-16.0%	-12.2%	-6.3	-14.6%	0.7%	-0.4%	1.9%	-1.5%	-15.4%
CCOC(=O)c1c(C)[nH]c(C)c1S(=O)(=O)N(C)CC(=O)N(C)Cc1ccccc1	-8.8%	17.0%	5.8	30.0%	0.2%	64.3%[activator]	9.2%	-2.3%	-2.8%
CCCc1cc(C(=O)N2CCCC(N3CCN(c4ccccc4F)CC3)C2)n(C)n1 (stereo not drawn)	-18.6%	2.4%	-6.8	-15.9%	-0.8%	69.3%[activator]	-2.6%	i	-8.4%
C=CC[C@H](CC(=O)N(CCO)Cc1ccccc1)C(=O)N[C@@H](C)COC(=O)[C@@H](CC=C)Cc1ccc(F)cc1	?	?	.	.	.	3.7%	-1.2%	i	.
Cc1ccc(NC(=O)c2nc[nH]c2C(=O)N2CCN(c3ccccc3)CC2)cc1	-16.3%	-11.0%	.	-20.3%	-3.9%	-5.6%	6.7%	-1.9%	-2.8%
CCN(C[C@H]1N[C@@](CC)(C(=O)OC)[C@H]2C(=O)N(Cc3ccccc3)C(=O)[C@@H]12)S(=O)(=O)c1ccc(OC)cc1	-13.6%	10.7%	.	.	.	-13.9%	12.4%	-2.5%	.
Nc1nc(SCc2ccccc2)ns1	2.2%	17.8%	-3.9	4.3%	-0.6%	2.5%	-4.4%	19.2%	?
Cc1c(Br)c([N+](=O)[O-])nn1CC(=O)Nc1nccs1	-21.0%	95.8%[activator]	4.8	3.0%	-4.9%	-9.3%	1.1%	-0.3%	?
Cc1cccc(NC2=NC3(CCCCC3)N=C(N)N2)c1	1.4%	21.2%	6.2	.	.	.	-13.1%	10.3%	.
Cc1cc(N)ccc1NC(=O)c1ccccc1	3.8%	19.9%	-3.8	55.3%	1.3%	12.4%	-2.6%	-2.6%	-3.4%
O=C(CCCCCn1c(=S)[nH]c2cc3c(cc2c1=O)OCO3)N1CCN(C2CCCCC2)CC1	-9.2%	9.3%	?	?	0.7%	1.5%	-6.4%	4.3%	-19.1%
COc1cccc(NC(=O)COC(=O)CCC(=O)c2cccs2)c1	-0.4%	?	5.9	.	.	2.0%	-3.6%	-2.9%	.
CCOc1ccc(Cn2c(O)cc(=O)[nH]c2=O)cc1	12.2%	?	3.0	-1.2%	4.1%	6.5%	-13.1%	-3.5%	-11.3%
C=CCOC(=O)C1=C(C)NC(SCC(=O)N(CC)CC)=C(C#N)C1c1ccccc1 (stereo not drawn)	-6.1%	?	3.7	-8.6%	-8.9%	-10.5%	-14.5%	3.4%	53.7%[activator]
